Bioassay records as filed in PubChem.
Artemis endo inh: Artemis endonuclease inhibitors, primary screen, biochemical, fluorescence intensity, FAM/BHQ-1 hairpin substrate; recombinant Artemis, quenched FAM hairpin cleavage fluorescence; inhibition, % at 10 µM; 0.78% of 30,000 active; AID 686954, 2013;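 active = at 10 µM dose, at least 30% inhibition, measured as corrected fluorescence normalized to stimulator and neutral control wells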
Target sequence (Q96SD1 whole entry, looked up): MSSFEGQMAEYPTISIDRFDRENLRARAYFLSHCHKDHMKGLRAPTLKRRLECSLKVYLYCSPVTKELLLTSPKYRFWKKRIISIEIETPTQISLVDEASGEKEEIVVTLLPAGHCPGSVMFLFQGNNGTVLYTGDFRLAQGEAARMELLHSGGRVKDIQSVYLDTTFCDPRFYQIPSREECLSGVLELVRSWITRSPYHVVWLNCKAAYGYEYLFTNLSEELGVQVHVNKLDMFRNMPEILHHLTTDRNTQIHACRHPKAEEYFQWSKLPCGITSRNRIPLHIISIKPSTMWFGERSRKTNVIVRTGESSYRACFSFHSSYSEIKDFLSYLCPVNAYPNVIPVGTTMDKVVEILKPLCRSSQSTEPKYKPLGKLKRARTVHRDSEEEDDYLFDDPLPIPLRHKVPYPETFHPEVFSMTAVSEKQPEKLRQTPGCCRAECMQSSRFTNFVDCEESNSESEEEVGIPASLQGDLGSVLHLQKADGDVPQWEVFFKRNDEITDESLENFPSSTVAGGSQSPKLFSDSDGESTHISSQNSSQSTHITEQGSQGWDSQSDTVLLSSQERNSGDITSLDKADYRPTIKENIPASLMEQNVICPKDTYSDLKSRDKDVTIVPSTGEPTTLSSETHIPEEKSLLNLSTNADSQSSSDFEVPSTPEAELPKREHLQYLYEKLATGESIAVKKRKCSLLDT
An asterisk follows results filed as active. Not all compounds are listed (hit frequency here may not be typical).

SMILES	Artemis endo inh
Cc1ccc(C(=O)C(C)OC(=O)C2=COCCO2)cc1C (stereo unspecified)	-2
COc1cc(C2C(C(=O)c3ccc(C)o3)=C(O)C(=O)N2c2cc(C)on2)cc(Br)c1O (stereo unspecified)	10
Cc1sc2ncnc(SCC(=O)N3CCCC3)c2c1C	9
Cc1ccc(SCc2cc(=O)[nH]c(N3CCN(Cc4ccccc4)CC3)n2)cc1	5
COCCOC(=O)c1c(C)nc(SCC(=O)Nc2ccc(C)cc2)c(C#N)c1-c1ccco1	2
O=C(O)c1ccc(NS(=O)(=O)c2cc(Cl)ccc2Cl)cc1	-12
Cc1nn(C)c(C)c1S(=O)(=O)NC1CCCC1	-3
Cc1cc(N2C(=O)CCC2=O)ccc1NC(=O)c1cccs1	7
CCCSc1nc(N2CCOCC2)c2c(c1C#N)CC(C)(C)SC2	-1
CC(=O)Nc1ccc(C(=O)N/N=C/c2ccccc2OC(=O)c2ccc(Cl)cc2)cc1	2
Cc1ccc(S(=O)(=O)N(C)CC(=O)Nc2cccc3c2CCCC3)cc1	3
COC(=O)CC1Oc2ccccc2N(Cc2ccc(C)cc2)C1=O (stereo unspecified)	-5
CC1CCCN(c2nc3nonc3nc2N2CCCC(C)C2)C1 (stereo unspecified)	-1
O=C(c1ccccc1Cl)N1CCNCC1	2
CCN(CC)C(=O)COc1cc(C)cc2oc(=O)cc(-c3ccccc3)c12	1
COc1ccc(C(=O)CSc2nnc(C3CCCCC3)n2N)c(OC)c1	-4
Cn1c(=O)c2c(nc(SCC(=O)NCc3ccc4c(c3)OCO4)n2Cc2ccccc2)n(C)c1=O	3
O=C(CN1CCN(S(=O)(=O)c2ccc(F)cc2)CC1)Nc1ccc(Cl)c(C(F)(F)F)c1	2
Cc1cc2cc(CN(Cc3ccco3)C(=O)C3CCCCC3)c(=O)[nH]c2cc1C	7
COC(=O)C1C2C=CC3(CN(Cc4cccs4)C(=O)C13)O2 (stereo unspecified)	0
CN(CCc1ccccn1)S(=O)(=O)c1ccc(F)cc1	-2
COc1ccc(-c2nc3c(n2O)CCCC3=O)cc1OC	-9
Cc1[nH]c(=O)[nH]c(=O)c1S(=O)(=O)N1CCCC1	-1
O=C1CC(Nc2ccccc2)C(=O)N1c1ccc(N2CCOCC2)cc1 (stereo unspecified)	-4

Given with bars between the fields: 22 of the compounds above.
SMILES | Artemis endo inh
Cc1ccc(C(=O)C(C)OC(=O)C2=COCCO2)cc1C (stereo unspecified) | -2
COc1cc(C2C(C(=O)c3ccc(C)o3)=C(O)C(=O)N2c2cc(C)on2)cc(Br)c1O (stereo unspecified) | 10
Cc1sc2ncnc(SCC(=O)N3CCCC3)c2c1C | 9
Cc1ccc(SCc2cc(=O)[nH]c(N3CCN(Cc4ccccc4)CC3)n2)cc1 | 5
COCCOC(=O)c1c(C)nc(SCC(=O)Nc2ccc(C)cc2)c(C#N)c1-c1ccco1 | 2
O=C(O)c1ccc(NS(=O)(=O)c2cc(Cl)ccc2Cl)cc1 | -12
Cc1nn(C)c(C)c1S(=O)(=O)NC1CCCC1 | -3
Cc1cc(N2C(=O)CCC2=O)ccc1NC(=O)c1cccs1 | 7
CCCSc1nc(N2CCOCC2)c2c(c1C#N)CC(C)(C)SC2 | -1
CC(=O)Nc1ccc(C(=O)N/N=C/c2ccccc2OC(=O)c2ccc(Cl)cc2)cc1 | 2
Cc1ccc(S(=O)(=O)N(C)CC(=O)Nc2cccc3c2CCCC3)cc1 | 3
COC(=O)CC1Oc2ccccc2N(Cc2ccc(C)cc2)C1=O (stereo unspecified) | -5
CC1CCCN(c2nc3nonc3nc2N2CCCC(C)C2)C1 (stereo unspecified) | -1
O=C(c1ccccc1Cl)N1CCNCC1 | 2
CCN(CC)C(=O)COc1cc(C)cc2oc(=O)cc(-c3ccccc3)c12 | 1
COc1ccc(C(=O)CSc2nnc(C3CCCCC3)n2N)c(OC)c1 | -4
Cn1c(=O)c2c(nc(SCC(=O)NCc3ccc4c(c3)OCO4)n2Cc2ccccc2)n(C)c1=O | 3
O=C(CN1CCN(S(=O)(=O)c2ccc(F)cc2)CC1)Nc1ccc(Cl)c(C(F)(F)F)c1 | 2
Cc1cc2cc(CN(Cc3ccco3)C(=O)C3CCCCC3)c(=O)[nH]c2cc1C | 7
COC(=O)C1C2C=CC3(CN(Cc4cccs4)C(=O)C13)O2 (stereo unspecified) | 0
CN(CCc1ccccn1)S(=O)(=O)c1ccc(F)cc1 | -2
COc1ccc(-c2nc3c(n2O)CCCC3=O)cc1OC | -9

(cont.)
SMILES	Artemis endo inh
Nc1ccc(Sc2cnn(-c3ccccc3)c(=O)c2Cl)cc1	5
Cc1cc(=O)n2nc(N3CCC(C(=O)NC4CCCc5ccccc54)CC3)sc2n1 (stereo unspecified)	20
O=c1c2c3c(sc2nc2n1CCCC2)CCCCC3	-3
COc1cc(NC(=O)c2ccccc2)c(OC)cc1NC(=O)CN1CCOCC1	9
CCOc1ccc(C(C)C)cc1S(=O)(=O)n1nc(C)cc1C	3
Cc1ccc(-n2nc(C(=O)O)c3ccccc3c2=O)cc1C	-2
COc1cccc(-n2c(SCc3c(C)noc3C)nnc2-c2cccc(S(=O)(=O)N(C)C)c2)c1	0
c1ccc2c(-c3ccncc3)c[nH]c2c1	-10
CC(=N\Nc1ccccc1)/C(=N/O)C(=O)Nc1ccccc1	-3
N#Cc1cc2c(nc1SCC(N)=O)CCCCC2	-5
O=C(c1cc(-c2ccco2)nn1-c1cccc(Cl)c1)N1CCCCC1	24
Cc1ccc(S(=O)(=O)N(CC(=O)NCc2ccco2)Cc2ccc(F)cc2)cc1	-9

Quoted from the listing.
Artemis endo inh, COc1cccc(-n2c(SCc3c(C)noc3C)nnc2-c2cccc(S(=O)(=O)N(C)C)c2)c1 reads 0
Artemis endo inh, CN(CCc1ccccn1)S(=O)(=O)c1ccc(F)cc1 reads -2

Additional structures follow:
SMILES	Artemis endo inh
CC(C)CC(=O)N/C(N)=N/c1nc2ccccc2s1	3
Cc1cc2c(C)nc3ccccc3c2o1	4
CCn1c(SCC(=O)Nc2ccc(N(C)C)cc2)nnc1-c1cccc(C)c1	-6
C=CCOc1cccc(C2C(C(=O)c3ccc(C)o3)=C(O)C(=O)N2Cc2ccncc2)c1 (stereo unspecified)	23
CC1(O)c2ccccc2C(=O)N1CCc1ccccc1F (stereo unspecified)	5
CCOC(=O)/C(=C/Nc1ccccc1)[N+](=O)[O-]	-1
CN(C)CC(=O)Nc1nc(-c2ccccc2)cs1	6
CCOc1ccc(-n2c(N)c(C(=O)NCc3ccco3)c3nc4ccccc4nc32)cc1	29
COC(=O)CN1C(=O)C(O)(CC(=O)c2ccc(C)cc2)c2ccccc21 (stereo unspecified)	-1
c1ccc2c(c1)OC(CCCN1CCCCC1)c1ccccc1S2 (stereo unspecified)	-2
CCN1CC(C)C(O)(c2ccccc2)CC1C (stereo unspecified)	3
COC(=O)CSc1nnc(-c2cccc(NC(=O)c3ccc(C)cc3)c2)n1C	7
CC(=O)CC1(C)OC(N)=C(C#N)C1(C#N)C#N (stereo unspecified)	-5
